DAGLB inhibitor = DAGLB lipase inhibitors, primary screen, biochemical, fluorescence, HTS | HEK293T DAGLB membrane lysate, EnzChek fluorogenic substrate | inhibition, % at 5.17 µM | 0.059% of 340,000 active | AID 504411, 2011; in the data active = inhibition above about 34%;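 also: 0% = enzyme with vehicle and 100% = wells lacking enzyme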
PKA-R2B activ = activators of PKA-R2B holoenzyme, primary screen, biochemical, fluorescence polarization, Cy5-IP20, human | 0.079% of 340,000 active | PKA-R2B holoenzyme dissociation; R2B truncated from residue 108, S112A mutant; 0% DMSO only, 100% 113 µM cGMP | cAMP-dependent protein kinase catalytic subunit beta (Homo sapiens) + cAMP-dependent … | AID 504700, 2011 | activation, % at 11.4 µM;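 active = activation above a cutoff set at the mean over all compounds plus 3 SD, cut at about 18% in these data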;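 also: higher means more holoenzyme dissociation and a rise in polarization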
Target sequence (P31323 whole entry, looked up, other chains not shown, the tested form may be a part): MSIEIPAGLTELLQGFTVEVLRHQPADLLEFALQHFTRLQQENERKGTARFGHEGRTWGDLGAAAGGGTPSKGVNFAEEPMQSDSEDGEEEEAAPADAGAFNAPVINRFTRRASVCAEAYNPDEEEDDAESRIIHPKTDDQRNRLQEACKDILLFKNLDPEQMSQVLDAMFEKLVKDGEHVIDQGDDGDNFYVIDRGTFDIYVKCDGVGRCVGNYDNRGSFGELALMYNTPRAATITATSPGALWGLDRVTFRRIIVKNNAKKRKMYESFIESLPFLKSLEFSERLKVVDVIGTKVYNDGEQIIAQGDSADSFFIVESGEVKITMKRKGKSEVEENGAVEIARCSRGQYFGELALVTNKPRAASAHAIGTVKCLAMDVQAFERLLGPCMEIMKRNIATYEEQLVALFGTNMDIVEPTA
Arr AP2 block = inhibitors of beta-arrestin/AP2 binding, primary screen, biochemical, GPCR trafficking, flow cytometry; beta-arrestin 1 C-terminal peptide binding to AP2 beta2-adaptin appendage (human); FITC-arrestin peptide / GST-AP2 beads; AP2 beta2 appendage carries R879A mutation; inhibition, % at 10 µM; 0.31% of 340,000 active; AID 504490, 2011;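 active = inhibition above a set limit, near 3 SD of compounds lacking own fluorescence, cut at about 54% in these data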;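 also: plate controls were DMSO wells for no effect and 5 µM unlabelled arrestin peptide for full effect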
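System: GST-AP2 R879A glutathione beads; medium: PBS, Tween 20 0.05%, BSA 0.1%; reagent: fluorescein-tagged arrestin peptide at 50 nM final; schedule: pre-incubation 12 min, peptide binding 1 h, room temperature; detection: flow cytometry, FL1 (488/535 nm); read-out: inhibition as reduced fluorescein signal on beads, percent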
SR-BI DiI inh = inhibitors of SR-BI mediated HDL lipid uptake, primary screen, ldlA[mSR-BI] cells, fluorescence, single point. Scavenger receptor class B member 1 (Mus musculus), Q61009. ldlA[mSR-BI] CHO cells, DiI-HDL uptake fluorescence, 3 h. inhibition, % at 12.5 µM. 0.96% of 320,000 active. AID 488896, 2010;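 active = mean replicate inhibition of at least 70% and a set share of replicates each scoring 70 or more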;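 also: 0% = median of neutral control wells and 100% = median of positive control wells; values of inactives mirror those of a sister screen read the other way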
Cardiac RTF inh = cardiac RTF calcium sensitivity inhibitors, primary screen, biochemical, IANBD-TnC fluorescence, EC70 calcium; Troponin I, cardiac muscle (Homo sapiens) + Troponin T, cardiac muscle (Homo sapiens) + …; 0.12% of 340,000 active; IANBD-labeled cardiac RTF, Ca2+ fluorescence; inhibition, % at 7.15 µM;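 active = inhibition above the mean inhibition of all tested compounds plus 3 SD, cut at about 17% in these data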;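 also: assay run at fixed EC70 calcium of 1.6 mM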
NSD2 inh = NSD2 histone methyltransferase inhibitors, primary screen, biochemical, AlphaScreen, single concentration, set 2. Histone-lysine N-methyltransferase NSD2 (Homo sapiens), O96028. NSD2 peptide methylation, 120 min. inhibition, % at 12.5 µM. 0.54% of 310,000 active; in the data active = inhibition above about 50%
PvdQ acylase = P. aeruginosa PvdQ acylase inhibitors, primary screen, biochemical, fluorescence, plate reader and imaging, single point; 0.063% of 340,000 active; AID 488965, 2010; purified PvdQ acylase; inhibition, % at 10 µM; in the data active = inhibition above about 30%, passing the limit was not always enough;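 also: 0% = vehicle neutral wells and 100% = reference inhibitor wells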
SR-BI DiI-HDL act = activators of SR-BI mediated DiI-HDL uptake, primary screen, ldlA[mSR-BI] CHO cells, DiI fluorescence; 3 h; 100 = double the neutral-control signal; activation, % at 12.5 µM; 0.096% of 320,000 active;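 active = mean replicate activation of at least 60% and every replicate at or above 60%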;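 also: 0% = median plate neutral-control signal and 100% = twice that signal; values of inactives mirror those of a sister screen read the other way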
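system = CHO ldlA[mSR-BI] cells, LDL receptor-null, SR-BI overexpressing | medium = Ham's F12 with 0.5% BSA, HEPES 25 mM, pH 7.4 | probe or stimulus = DiI-HDL 10 µg/mL | compound dosing = single-point compound dose | incubation = compound exposure 3 h, 37 °C | technique = DiI fluorescence, bottom read | read-out = cell-associated DiI fluorescence as measure of HDL uptake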
Keap1 Nrf2 FP = Keap1-Nrf2 protein-protein interaction inhibitors, primary screen, biochemical, fluorescence polarization, single point | Kelch-like ECH-associated protein 1 (Homo sapiens), Q14145 | Keap1 Kelch-Nrf2 peptide fluorescence polarization, 1536-well | inhibition, % at 9.4 µM | 0.15% of 340,000 active; in the data active = inhibition above about 12%;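 also: human Keap1 Kelch domain with fluorescein labeled Nrf2 9mer peptide probe; 0% = neutral control wells and 100% = peptide positive control; higher means more block of Keap1 binding to Nrf2 peptide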
Target sequence (Q14145 whole entry, looked up, the tested form may be a part): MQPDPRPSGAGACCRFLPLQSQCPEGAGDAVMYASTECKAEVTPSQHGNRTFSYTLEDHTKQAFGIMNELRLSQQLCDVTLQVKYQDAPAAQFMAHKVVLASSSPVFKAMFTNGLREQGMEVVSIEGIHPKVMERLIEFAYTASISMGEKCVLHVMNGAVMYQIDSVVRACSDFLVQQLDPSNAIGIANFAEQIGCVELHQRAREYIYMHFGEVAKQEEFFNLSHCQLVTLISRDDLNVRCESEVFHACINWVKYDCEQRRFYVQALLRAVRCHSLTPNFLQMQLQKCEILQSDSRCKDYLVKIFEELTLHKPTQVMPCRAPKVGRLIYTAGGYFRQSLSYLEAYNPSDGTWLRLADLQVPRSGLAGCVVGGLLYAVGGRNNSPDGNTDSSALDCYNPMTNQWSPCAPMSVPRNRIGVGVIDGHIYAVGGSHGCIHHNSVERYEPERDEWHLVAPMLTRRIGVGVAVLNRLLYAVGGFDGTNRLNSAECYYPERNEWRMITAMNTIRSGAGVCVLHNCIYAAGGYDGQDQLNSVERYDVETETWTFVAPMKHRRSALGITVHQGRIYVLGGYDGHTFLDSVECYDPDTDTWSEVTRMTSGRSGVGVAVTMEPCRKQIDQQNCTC
LANA DNA inh = inhibitors of KSHV C-LANA binding to DNA, primary screen, biochemical, fluorescence polarization, FAM-LBS DNA, MBP-C-LANA, single point. Kaposi's sarcoma herpesvirus LANA C-terminal domain (residues 932-1162) DNA binding. inhibition, % at 9 µM. 0.078% of 340,000 active;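 active = highest replicate inhibition at or above 60% at 9 µM, even if other replicates fall short; inactive = all replicates below 60% inhibition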;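 also: 0% = neutral control wells and 100% = 4 µM acridine orange control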
Numbers without * were called inactive; x = no result given.

DAGLB inhibitor,PKA-R2B activ,Arr AP2 block,SR-BI DiI inh,Cardiac RTF inh,NSD2 inh,PvdQ acylase,SR-BI DiI-HDL act,Keap1 Nrf2 FP,LANA DNA inh,smiles
-3,-2,10,x,-12,-2,-6,x,6,-1.8,COc1ccc(-c2cc(C(F)(F)F)n3ncc(C(=O)O)c3n2)cc1OC
-2,-1,3,1,1,-1,-11,-1,-1,8.5,COC(=O)c1cccc(NC(=O)c2ccccc2)c1
1,-5,28,-11,-1,1,3,11,-2,-2.7,O=C(CNS(=O)(=O)c1cccc(C(F)(F)F)c1)NC1CCCCCC1
-1,3,-7,-20,-13,x,-9,20,-4,1.7,CCC(C)[C@H](NC(=O)[C@H](Cc1ccccc1)n1c(=O)[nH]c2ccccc2c1=O)C(=O)N1CCC[C@@H]1C(=O)O (stereo partly drawn)
-10,-6,11,16,-7,13,-6,-16,-3,0.4,Cn1cccc1/C=N/N1CCN(Cc2cccc3ccccc23)CC1
-1,-4,0,x,-4,0,-13,x,-5,-0.3,COc1ccc(NC(=O)Nc2ccccn2)cc1OC
1,-7,-10,-28,-1,-1,4,28,-1,-0.5,COc1ccc(-c2cc(C(=O)NCCCN3CCOCC3)on2)cc1OC
2,-10,-4,-12,-8,0,-8,12,0,-2.1,COC(=O)c1[nH]c2ccccc2c1NS(=O)(=O)c1ccc(OC)cc1OC
0,3,11,-35,-14,6,10,35,-2,-1.5,C/C(=C\c1cc(C(=O)O)c(C)o1)CO
-4,7,1,2,6,x,0,-2,-4,-0.5,CCOc1c(Cl)cc(CNCC(O)c2ccccc2)cc1OC (stereo not drawn)
-1,-4,-20,-10,-12,-3,-6,10,-3,-16,Cc1c(NC(=O)C(C)n2cc([N+](=O)[O-])cn2)c(=O)n(-c2ccccc2)n1C (stereo not drawn)
-2,-14,0,0,-5,-1,1,0,-2,1.5,COc1ccc(OC)c(NC(=O)COC(=O)CCS(=O)(=O)c2ccc(Cl)cc2)c1
1,-2,32,2,2,-7,4,-2,-2,0.8,O=C(CSc1nccc(=O)[nH]1)c1ccccc1Br
-2,-11,9,7,-18,1,8,-7,-3,1.8,COc1ccc(C2CC(=O)Nc3sc(=N)c4c(N)c(C#N)c(N)nc4c32)cc1OC (stereo not drawn)
-4,3,2,-17,-40,-3,-19,17,28*,56,CCCCCCCCOc1ccc(C2OC34CCCCC3C(C#N)(C#N)C2(C#N)C(=N)O4)cc1 (stereo not drawn)
-3,-1,-3,-2,2,-2,0,2,0,-1.6,CC1CCN(S(=O)(=O)c2ccccc2)CC1
1,-8,-5,-7,-14,-3,-11,7,-7,-0.2,COc1cc(C(=O)NNC(=O)C2CCCC2)cc(OC)c1OC
-2,6,39,-37,7,-1,-5,37,2,-1.6,Nc1ccnn1Cc1ccncc1
-2,-1,-8,24,-5,x,-8,-24,6,0.2,CS(=O)(=O)N1CCN(c2ccccc2NC(=O)c2ccco2)CC1
0,-11,26,-11,-17,0,-7,11,-4,1.9,CS(=O)(=O)c1ccc(C(=O)NNC(=O)c2ccccc2-n2cccc2)cc1

Some entries already given, reduced to Cardiac RTF inh and PKA-R2B activ.
| smiles | Cardiac RTF inh | PKA-R2B activ |
| --- | --- | --- |
| COc1ccc(-c2cc(C(=O)NCCCN3CCOCC3)on2)cc1OC | -1 | -7 |
| COC(=O)c1[nH]c2ccccc2c1NS(=O)(=O)c1ccc(OC)cc1OC | -8 | -10 |

Following part
DAGLB inhibitor,PKA-R2B activ,Arr AP2 block,SR-BI DiI inh,Cardiac RTF inh,NSD2 inh,PvdQ acylase,SR-BI DiI-HDL act,Keap1 Nrf2 FP,LANA DNA inh,smiles
-2,-4,4,x,-4,-2,-10,x,1,-2.3,CCC(OC(=O)c1ccco1)C(=O)NCc1ccc2c(c1)OCO2 (stereo not drawn)
-2,-2,0,-2,-2,-3,-8,2,1,2.1,Cc1ccc(C(=O)Cn2c(=N)n(N)c3ccccc32)cc1
-1,4,1,0,-11,25,-14,0,1,-0.5,C=CC[n+]1c(-c2ccc(C)cc2)csc1Nc1c(C)n(C)n(-c2ccccc2)c1=O
-16,-8,0,x,-3,x,-22,x,-2,0.3,Cc1ccc(C)c(C(=O)N(Cc2nc(-c3ccc(Cl)cc3)no2)C(C)C)c1
-1,-2,7,-9,-7,0,-12,9,-1,-0.7,Cc1ccc(-c2ccc(C(=O)O)c(C)n2)cc1
0,7,7,-19,-5,0,-8,19,-6,1.1,CCOc1ccc(CN2CCN(C/C=C/c3ccc(OC)cc3)CC2CCO)cc1 (stereo not drawn)
0,0,8,-16,-11,1,-8,16,-4,7.3,CCCCC(=O)Nc1ccc(C(=O)NCCN2CCOCC2)cc1
2,-6,-5,-5,2,-4,-5,5,-1,-1.7,Cc1ccc(-c2nnn(CC(=O)Nc3nnc(C(C)C)s3)n2)cc1
0,-8,9,36,-8,x,3,-36,-2,1.4,C=C(C)C(=O)N1CC2(CC(c3cccc(NC(=O)CC(c4ccccc4)c4ccccc4)c3)=NO2)C[C@H]1C(N)=O (stereo partly drawn)
6,8,-2,8,-6,4,-16,-8,-1,-3.2,CCc1ccc2[nH]c(=O)c(CN(CCN3CCCC3)C(=O)NC3CCCCC3)cc2c1
-1,-7,-9,-10,11,-3,-7,10,-9,-0.8,O=C(NN1C(=O)C2C3C=CC(C3)[C@H]2C1=O)c1cccnc1 (stereo partly drawn)
3,-1,39,-25,-4,x,3,25,0,2.0,O=C(C[C@H]1C[C@H](C(=O)N2CCOCC2)[C@@]2(CCC3CCCC3)c3[nH]c4cc(-c5ccco5)ccc4c3CCN2C1=O)NCCCn1ccnc1
0,-13,-1,-9,-10,-5,-13,9,3,-0.8,Nc1cc(Cl)ccc1C(=O)OCC(=O)NCc1cccs1
1,5,16,-13,-4,-3,-1,13,0,0.5,Cc1cc(NC(=O)CN2C(=O)CCSc3ccccc32)no1
-16,-19,12,-10,-7,x,7,10,-1,0.5,COc1ccccc1OCCSc1nnnn1-c1ccc(C)cc1
2,-2,23,-15,0,3,-6,15,1,-1.9,Cc1ccc(CCN2CC(C(=O)NCCCN3CCC(C)CC3)CC2=O)cc1 (stereo not drawn)
-3,-6,-2,32,1,3,-10,-32,-5,1.5,O=[N+]([O-])c1ccc(N2CCN(Cc3cccc([N+](=O)[O-])c3)CC2)cc1
-5,5,14,-6,-8,-1,10,6,3,1.0,COCCn1c(SCC(=O)N2CCCCCC2)nc2c(c1=O)SCC2
-1,13,-6,8,-5,2,-14,-8,-4,-0.1,CN1CCCC(OC(=O)COc2ccc(Br)cc2)C1 (stereo not drawn)
-3,-8,10,14,-7,-1,18,-14,-4,-5.0,O=C(NCCC(c1ccccc1)c1ccccc1)c1ccc(Br)o1

Going on with the list.
DAGLB inhibitor,PKA-R2B activ,Arr AP2 block,SR-BI DiI inh,Cardiac RTF inh,NSD2 inh,PvdQ acylase,SR-BI DiI-HDL act,Keap1 Nrf2 FP,LANA DNA inh,smiles
2,-9,13,-3,-5,-1,1,3,-2,-1.0,Cc1cccc(C)c1NS(=O)(=O)c1ccc(OCCNS(C)(=O)=O)cc1
0,-5,31,-4,4,-21,1,4,-2,-0.2,O=C(N/N=C/c1ccccn1)c1cccnc1
1,-8,4,-31,-13,0,-10,31,-13,4.1,COc1cc(/C=c2\s/c(=C(/C#N)C(=O)N3CCCC3)n(-c3ccccc3)c2=O)ccc1O
-5,-8,-3,19,-1,-3,-5,-19,2,1.3,Cc1ccccc1OCCn1cc(C=O)c2ccccc21
-2,7,-4,-4,-11,3,-13,4,-5,2.5,COc1ccc(CCNC(=O)COC(=O)Cc2ccccc2[N+](=O)[O-])cc1
-3,6,30,-18,6,-2,-6,18,2,0.0,NS(=O)(=O)c1ccc(NC(=O)CSc2ccc3ccccc3n2)cc1
1,0,4,x,-3,1,-11,x,-4,0.2,CCC(Oc1ccccc1OC)C(=O)N1CC(=O)Nc2ccccc21 (stereo not drawn)
0,-11,4,-21,-26,2,1,21,-6,0.4,CCOC(=O)N(NC(=O)C(O)(CC(C)C)CC(C)C)c1ccccc1
0,-6,1,-5,1,5,-10,5,-2,1.8,CCOc1ccc(C(=O)COC(=O)c2nc3nccc(C)n3n2)cc1
2,3,2,12,-4,0,-6,-12,0,-1.0,COc1ccc(Cl)cc1NC(=S)N(Cc1cccnc1)Cc1ccco1
2,-6,1,-19,-10,-3,-7,19,0,-3.1,CC(C)c1ccc(/C=C2\SC(=O)N(CC(=O)NC3CCS(=O)(=O)C3)C2=O)cc1 (stereo not drawn)
0,9,15,-9,13,0,-1,9,3,-2.0,O=C(Nc1ccc(S(=O)(=O)N2CCOCC2)cc1)C1CCCCC1
-1,-14,-8,15,9,7,-19,-15,-5,-0.9,CC1(C)Cc2c(c(-c3ccco3)nc3sc4c(NCC5CCCO5)ncnc4c23)CO1 (stereo not drawn)
3,-9,-14,-4,4,1,-4,4,-4,2.4,CCOc1ccc(NS(=O)(=O)c2cc(C(=O)NCCCN3CCCC3=O)ccc2C)cc1
-1,1,18,38,-6,-1,1,-38,3,-0.4,Cc1noc(C)c1C(=O)Nc1cc(S(=O)(=O)N2CCCCC2)ccc1N(C)C
-1,-13,10,-3,-3,-1,4,3,-5,-0.9,COc1ccc(NS(=O)(=O)c2cccc3cccnc23)cc1Cl
-2,-1,-8,19,-1,-1,-20,-19,2,2.4,CCCCCc1ccc(CC(=O)N2CCOCC2)cc1
-2,-15,12,2,-10,-1,5,-2,3,-0.1,COC(=O)c1ccc(COC(=O)CNC(=O)c2cccs2)cc1
1,-12,18,-11,10,-3,1,11,0,-0.8,CCCCC(c1nnnn1CS(=O)(=O)c1ccc(C)cc1)N1CCC(C(N)=O)CC1 (stereo not drawn)
-3,0,1,-7,-2,-5,-12,7,-3,-0.2,COc1ccc(N(CC(=O)NCc2ccc(C)cc2)S(=O)(=O)c2c(C)noc2C)cc1
1,-2,2,45,2,-3,-24,-45,-2,0.7,Cc1ccc(C)c(S(=O)(=O)NCc2ccc(C(=O)N3CCCCCC3)cc2)c1

Rows were taken by chance, and some 2.1% of all compounds hit somewhere here.
